H9c2 TAG inh: reduces triacylglycerol accumulation in H9c2 cells. Nile Red lipid (TAG) fluorescence; cells loaded with 200 µM oleic acid. inhibition, % at 12.5 µM. 230,000 tested, 0.66% active. AID 651582;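 active = pattern-corrected inhibition of lipid staining of at least 50% with the nuclear-stain viability signal not falling by more than 50%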;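 also: 0% = DMSO wells and 100% = triacsin C control wells; some results filed as inactive read as strong as hits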
H9c2 TAG inh DAPI viability: recorded beside H9c2 TAG inh, whose call it bears; DAPI nuclei signal change (viability), lower = more cytotoxic, %;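 whole-well DAPI fluorescence read on a plate reader as a viability signal; minus 50 percent equals half of cells still viable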
The depositor's hits bear a star.

SMILES	H9c2 TAG inh	H9c2 TAG inh DAPI viability
O=C(COC(=O)COc1cccc(C(F)(F)F)c1)Nc1ccc(N2CCOCC2)cc1	3	9
CCOC(=O)C(CCOc1cccc(CC)c1)C(=O)OCC	-3	-3
Nc1nc(N)c2cc(Sc3ccc(Cl)cc3)ccc2n1	-3	5
CC(C)(C)S(=O)(=O)/C(C#N)=N/Nc1ccc(Cl)cc1	-11	3
COc1cccc(O)c1CN1CCCC(C(=O)c2cccc(C(F)(F)F)c2)C1 (stereo not given)	-2	26
COc1ccc([C@H]2CN(Cc3ccccc3)C(=O)[C@@H]2CC(=O)Nc2ccccc2)cc1	-18	-7
Cc1ccc2cc3cc(C(=O)N4CCN(Cc5ccccc5)CC4)sc3nc2c1	-6	13
O=Cc1ccc(Oc2ncccn2)cc1	-7	-1
CCN(CC)Cc1csc2ccc(Br)cc12	10	7
Cc1nc(Nc2ccccc2Br)c2nnn(Cc3ccccc3)c2n1	-9	-4
COc1ccc(COc2cc(-c3cccc(OC)c3)nc3ccc(NC(=O)c4ccc(OC)cc4)cc23)cc1	57*	-20*
COc1ccc(S(=O)(=O)N2CCCCC2c2cc(C(=O)Nc3ccccc3Cl)no2)cc1 (stereo not given)	10	-5
CNC(=S)Nc1ccc(C)c(NC(=S)NC)c1	-5	12
CC1(C)SC2C(C(=O)O)N=C(Cc3ccccc3)N2C1C(=O)O (stereo not given)	5	-1
COc1ccccc1CCNC(=O)c1c(C)nn(CC(C)C)c1Cl	7	-3
CN(CC(=O)Nc1cccc(F)c1)C(=O)CCN1C(=O)C2CC=CCC2C1=O (stereo not given)	4	0
CCN1CCC(n2nccc2NC(=O)c2ccccc2Cl)CC1	19	-4
COCC(C)n1c(SCC(=O)Nc2cccnc2Cl)nc2ccccc2c1=O (stereo not given)	2	-7
CCOC(=O)/C=C/C(=O)OCC(=O)Nc1ccc(OC)c(Cl)c1	-16	-6
O=C(Nc1nc2ccccc2[nH]1)C1CC1	6	-16

Whole records as entered above. Order of screens: H9c2 TAG inh	H9c2 TAG inh DAPI viability
CCN(CC)Cc1csc2ccc(Br)cc12 across the screens: 10	7
Nc1nc(N)c2cc(Sc3ccc(Cl)cc3)ccc2n1 across the screens: -3	5
COCC(C)n1c(SCC(=O)Nc2cccnc2Cl)nc2ccccc2c1=O (stereo not given) across the screens: 2	-7
Cc1nc(Nc2ccccc2Br)c2nnn(Cc3ccccc3)c2n1 across the screens: -9	-4

(next part)
SMILES	H9c2 TAG inh	H9c2 TAG inh DAPI viability
CCCCNc1nnc(SCC(=O)c2c[nH]c3ccccc23)s1	-6	20
COc1ccc(CCNC(=O)CSc2ccccc2)cc1OC	-5	13
CCCCCCOC(=O)C(C#N)c1nc2ccccc2nc1N1CCCCC1 (stereo not given)	-7	-14
O=C(CCC(=O)N1CCSc2ccccc21)NCc1cccc(Br)c1	3	-11
O=C(CSc1nnnn1C1CC2CCC1C2)Nc1ccnc2ccccc12 (stereo not given)	-144	-5
CC(=O)Nc1ccc(CN2CCN(CCc3ccccc3)C(CCO)C2)cc1 (stereo not given)	2	4
COc1ccc(C(=O)N2CCC(C(=O)Nc3ccc(OC)c(OC)c3)CC2)cc1	0	-4
COC(=O)[C@@H](Cc1c[nH]c2ccccc12)NCc1ccc(B(O)O)cc1	-16	6
CC(=O)N1CCN(C(=O)c2ccc(-c3ccccc3Cl)o2)CC1	14	-10
Cn1c(CNC(=O)c2ccccc2F)nnc1SCC(=O)NCc1ccccc1	-3	13
COc1ccc2cc(CCNC(=O)c3ccc(S(=O)(=O)N4CCOCC4)cc3)c(=O)[nH]c2c1	13	-1
Cc1cccc(N2CCN(C(=O)c3c(Cl)cnn3C)CC2)c1C	15	0
CC(C)Nc1nc(-c2ccccc2CO)c2sccc2n1	16	-3
CCOC(=O)C1(C)CCN1C(=O)c1ccccc1C (stereo not given)	-25	6
CC(C)Cc1ccc(CN2CCCC(NC(=O)CSc3nncn3C)C2)cc1 (stereo not given)	-1	6
CC(NC(=O)C(=O)N/N=C/c1ccc(Cl)cc1)c1ccccc1 (stereo not given)	-6	8
Cc1cc(-c2ccccc2)nc2oc3c(c12)NC(=O)CN(c1ccccc1)C3=O	-2	0
CCCCCCC1(C)NC(=O)N(C(C)C(=O)Nc2ccc(N3CCOCC3)cc2)C1=O (stereo not given)	-2	-2
Cc1ccc(NS(=O)(=O)c2cc(C(=O)N(C)C3CCN(C)CC3)ccc2Cl)cc1Cl	2	9
Cc1nnc(SCC(=O)NC2CCCc3c2cnn3-c2ccc(F)cc2F)o1 (stereo not given)	5	-4

Random excerpt: six entries already listed.
SMILES	H9c2 TAG inh	H9c2 TAG inh DAPI viability
CCN(CC)Cc1csc2ccc(Br)cc12	10	7
Cc1nc(Nc2ccccc2Br)c2nnn(Cc3ccccc3)c2n1	-9	-4
COC(=O)[C@@H](Cc1c[nH]c2ccccc12)NCc1ccc(B(O)O)cc1	-16	6
COc1ccc([C@H]2CN(Cc3ccccc3)C(=O)[C@@H]2CC(=O)Nc2ccccc2)cc1	-18	-7
COc1ccc(S(=O)(=O)N2CCCCC2c2cc(C(=O)Nc3ccccc3Cl)no2)cc1 (stereo not given)	10	-5
CC(C)(C)S(=O)(=O)/C(C#N)=N/Nc1ccc(Cl)cc1	-11	3

More structures
SMILES	H9c2 TAG inh	H9c2 TAG inh DAPI viability
O=C(CNc1ccccc1)NN=C1CCCC1	8	-2
CC(C)NC(=O)c1csc(COCCO)n1	-30	8
COC(=O)C1=C(C)NC(=O)NC1c1ccc(N2CCC(c3ccccc3)=N2)cc1 (stereo not given)	-16	150
CC(C)Oc1cc(F)ccc1-c1cc(C(=O)NCc2cccs2)[nH]n1	-10	6
CCOc1ccc(C(=O)NCC(=O)OCc2cc(C(C)=O)ccc2OC)cc1	-7	13
CCC(=O)c1ccc(N2CCN(S(=O)(=O)c3ccccc3)CC2)c(F)c1	-2	-5
CC1(C(=O)Nc2ccc3nc[nH]c3c2)CCN1C(=O)C/C=C/c1ccccc1 (stereo not given)	-7	3
CC(C)NC(=O)NC(=O)COC(=O)c1ccc([N+](=O)[O-])cc1Cl	3	5
COc1ccc(C(=O)Nc2nc(C)c(C)s2)cc1OC	1	0
COc1ccc(C(N)c2csc(Nc3ccc(S(C)(=O)=O)cc3)n2)cc1 (stereo not given)	22	-12
O=C(c1ccco1)N1CCN(Cc2cccc(C(F)(F)F)c2)CC1	3	8
CCn1ccnc1CN1CCC(CO)(CCOc2ccccc2)CC1	13	-9
N#CCc1ccc(OC(=O)c2cccnc2)cc1	2	1
COc1ccccc1N1CCN(C(=O)c2cc(-c3ccc(Br)cc3)on2)CC1	5	1
NC(=O)NC(=O)COC(=O)/C=C/c1cccc(Br)c1	0	-5
CCN(C(=O)COC(=O)c1cc([N+](=O)[O-])ccc1N1CCCCC1)C1CCS(=O)(=O)C1 (stereo not given)	1	-2
C#CCN1C(=O)S/C(=C/c2cc(C)n(CC)c2C)C1=O	-10	2
C[C@@H]1CN([C@H](C)CO)C(=O)Cc2cc(NC(=O)Nc3ccccc3)ccc2O[C@@H]1CN(C)C(=O)Nc1ccc2c(c1)OCO2	-8	1
CC1(C)CC(=O)C(c2c[nH]c3ccccc23)C(=O)C1	-2	4
O=C(CC1OC(=O)c2ccccc21)Nc1cc(Cl)ccc1N1CCOCC1 (stereo not given)	-13	1

Some values from the list.
Value for C#CCN1C(=O)S/C(=C/c2cc(C)n(CC)c2C)C1=O under H9c2 TAG inh: -10
Value for COc1ccc2cc(CCNC(=O)c3ccc(S(=O)(=O)N4CCOCC4)cc3)c(=O)[nH]c2c1 under H9c2 TAG inh: 13

The listing continues:
SMILES	H9c2 TAG inh	H9c2 TAG inh DAPI viability
CCOc1ccc(N(CC)C(=O)CCNC(=O)Cn2ccc3ccccc3c2=O)cc1	16	2
Cc1cc(-n2c(C)cc(C(=O)CSc3nc4ccccc4c(=O)n3Cc3ccco3)c2C)no1	55*	-1.7*
O=c1cc(CSc2n[nH]c(-c3ccncc3)n2)nc2sccn12	23	-9
Cc1ccc(S(=O)(=O)N2CCN(C(=O)COC(=O)CCOc3cc(C)ccc3C)CC2)cc1	5	-5
N#CC1(c2ccccc2)CCC(=O)N1c1ccccc1 (stereo not given)	19	-14
COc1ccc(/C=N/OCC(=O)N=Nc2c(O)[nH]c3ccc(Br)cc23)cc1OC	9	5
COc1ccc([C@@H]2[C@@H]3C(=O)N(C(C)(C)C)C(=O)[C@@H]3[C@]3(Cc4ccc(Cl)cc4)C(=O)N(c4cccc(F)c4)C(=O)N23)cc1	-3	3
CCN1CCN(c2ncc(C(=O)Nc3ccccc3C(=O)OC)c3ccccc23)CC1	47	2
CC1CCCC(C)N1C(=O)COc1ccccc1F (stereo not given)	0	1
Cc1ccc2nc3c(c(C(=O)OC4CCOC4=O)c2c1)CCCC3 (stereo not given)	1	1
Cc1nc(-c2ccc(C(=O)Nc3cccc(Br)c3)cc2)cs1	0	4
Cc1cc(Nc2cccc(Br)c2)c2ccccc2n1	-8	-4
COc1ccc(-c2csc(C(O)c3ccccc3)n2)cn1 (stereo not given)	-20	-6
Cc1cccc(C(C)C)c1NC(=O)Cc1ccc(S(=O)(=O)N2CCOCC2)s1	3	-4
COc1ccc(S(=O)(=O)N(C)C)cc1NC(=O)COC(=O)c1nc2nccc(C)n2n1	-3	2
COc1ccc(CCN2CC(C(=O)Nc3ccc4c(c3)OCO4)CC2=O)cc1OC (stereo not given)	16	-18
CC1(C)Cc2cccc(OCC(=O)NCCOc3ccccc3)c2O1	-9	3
Cc1cccc(C)c1NC(=O)CNC(=O)CNC(=O)c1ccc2c(c1)OCO2	3	-2
Cc1cc(N/N=C/c2cccc([N+](=O)[O-])c2)nc(-n2nc(C)cc2C)n1	71*	-30*
CN(C)CCNC(C(=O)Nc1cccc(S(=O)(=O)N2CCOCC2)c1)c1ccccc1 (stereo not given)	4	-1

Continued, overlapping the part above by two compounds.
SMILES	H9c2 TAG inh	H9c2 TAG inh DAPI viability
Cc1cc(N/N=C/c2cccc([N+](=O)[O-])c2)nc(-n2nc(C)cc2C)n1	71*	-30*
CN(C)CCNC(C(=O)Nc1cccc(S(=O)(=O)N2CCOCC2)c1)c1ccccc1 (stereo not given)	4	-1
COc1cc(C(=O)NCc2cccc(Cl)c2)ccc1OCC(=O)N1CCOCC1	-11	3
Cc1ccc(NS(=O)(=O)c2ccc3c(c2)CC(=O)N3)c(C)c1	4	3
Cc1ccc(C(=O)NC2CCN(CC(=O)Nc3c(C)cc(C)cc3C)CC2)cc1	-13	5
CC(C)CC(=O)Nc1ccc(C(=O)COC(=O)Cc2n[nH]c(=O)c3ccccc23)cc1	6	3
Cc1cc(C)nc(NC(=O)COc2cc(Cl)cc(Cl)c2)n1	-1	-2
CCOC(=O)c1c(NC(=O)COC(=O)c2nc(Cl)ccc2Cl)sc(C(=O)NC)c1C	21	2
COc1ccc(OC)c(NC(=O)COC(=O)CCc2ccc(S(=O)(=O)N3CCOCC3)cc2)c1	1	3
COc1ccc(/C=N\NC(=O)c2cccc(Br)c2)c(OC)c1	0	4
O=C(c1cccc(Oc2ccccc2)c1)N1CCOCC1	18	-1
COC(=O)[C@@H](NCc1ccc(OC)c(B(O)O)c1)C(C)C	-3	4
Cc1cc(C(=O)Nc2cc(S(C)(=O)=O)ccc2Cl)c(C)o1	-3	3
O=C(COC(=O)c1nc(Cl)ccc1Cl)NCc1ccc(Cl)cc1	11	-2
CCn1nnnc1NCc1ccc(OCc2c(F)cccc2Cl)c(OC)c1	-10	-7
Cc1nnsc1C(=O)Nc1ccc(Cl)cc1Cl	-6	18
CCCC(c1nnnn1C(C)(C)C)N1CCN(Cc2ccccc2)CC1 (stereo not given)	-13	7
O=C(CSc1nnnn1-c1ccc(O)cc1)c1cc2ccccc2o1	-7	-3
CC(C)CC1CCCCC1OC(=O)C[N+]1(C)CCCCC1 (stereo not given)	-16	8
O=P(Cc1cc(Br)cc(Br)c1OCCO)(c1ccccc1)c1ccccc1	3	-2
C/C(=N/NC(=O)c1ccc(C)nc1)c1ccc2c(c1)CCCC2	3	4
O=C(CNC(=O)c1ccccc1)OCc1nnc(-c2ccc(Cl)cc2)o1	-10	-3
CCOC(=O)[C@H]1[C@H]2COc3ccc(C)cc3[C@@H]2N2C(=O)c3ccccc3NC(=O)[C@@]12C	4	-12
CSc1ccc(CNCc2ccco2)cc1	-5	-1
O=C(O)c1cccc(S(=O)(=O)NCC2CCCO2)c1 (stereo not given)	-10	2
COc1ccc(C(=O)COC(=O)c2c(C)noc2C)cc1Cl	-17	5
Cc1ccc(S(=O)(=O)Nc2ccc3c(c2)OCCO3)c(C)c1NS(C)(=O)=O	-9	10
Cc1cc(C(=O)CCC(=O)NC(C)c2ccc(S(N)(=O)=O)cc2)c(C)s1 (stereo not given)	33	-3
N=c1n(Cc2ccccc2)c2ccccc2n1CC(O)c1ccco1 (stereo not given)	-1	-10
O=C(NNS(=O)(=O)c1ccc(Cl)cc1)c1cnn(-c2ccccc2)c1-n1cccc1	11	3
Nc1cc2ccccc2oc1=O	-3	3
COC(=O)C1CCN(C(=O)CCC2CCCCC2)CC1	-10	-1
CCOc1ccc(OCC(=O)OC(C)C(=O)NC2CCCCC2C)cc1 (stereo not given)	1	-8
O=C(CSc1ccc2nnc(-c3ccccc3)n2n1)N1CCCCC1	3	-3
CC(C)/C=C/C(=O)N1CCC(N2CCC(C(=O)N3CCOCC3)CC2)CC1	-8	10
CCOP(=O)(c1ccccc1)C(O)c1ccc(Br)cc1 (stereo not given)	-4	-3
O=C(NC1CCCc2ccccc21)C1CCN(C(=O)c2sccc2-n2cccc2)CC1 (stereo not given)	-1	-2
Cc1ccc(-c2nc3cc(Br)cnc3nc2-c2ccc(C)cc2)cc1	-2	-9
CCOc1cc(C(=O)NC(C)C2CC3CCC2C3)cc(OCC)c1OCC (stereo not given)	5	-9
OC(c1ccc(F)c(F)c1)c1nc(-c2cccc(C(F)(F)F)c2)cs1 (stereo not given)	-34	13
CC(C)N(Cc1nc(-c2ccccc2)no1)C(=O)c1ccc(Br)o1	-30	0
O=C(NCc1ccncc1)C1CCCN(S(=O)(=O)Cc2ccccc2)C1 (stereo not given)	4	-4

From PubChem BioAssay

Only part of the results is shown, so the mix of outcomes need not match the whole.
